PV pol inh – inhibitors of poliovirus RNA polymerase binding and polymerization. % elongation, % (compound at 16.7 µg/mL). poliovirus polymerase elongation, fluorescence polarization; hits give low values. hit rate 0.66% among 150,000. P03300; in the data active = % elongation below about 90%; note: some results filed as inactive read as strong as hits
Target sequence (P03300 1749-2209 limits assumed): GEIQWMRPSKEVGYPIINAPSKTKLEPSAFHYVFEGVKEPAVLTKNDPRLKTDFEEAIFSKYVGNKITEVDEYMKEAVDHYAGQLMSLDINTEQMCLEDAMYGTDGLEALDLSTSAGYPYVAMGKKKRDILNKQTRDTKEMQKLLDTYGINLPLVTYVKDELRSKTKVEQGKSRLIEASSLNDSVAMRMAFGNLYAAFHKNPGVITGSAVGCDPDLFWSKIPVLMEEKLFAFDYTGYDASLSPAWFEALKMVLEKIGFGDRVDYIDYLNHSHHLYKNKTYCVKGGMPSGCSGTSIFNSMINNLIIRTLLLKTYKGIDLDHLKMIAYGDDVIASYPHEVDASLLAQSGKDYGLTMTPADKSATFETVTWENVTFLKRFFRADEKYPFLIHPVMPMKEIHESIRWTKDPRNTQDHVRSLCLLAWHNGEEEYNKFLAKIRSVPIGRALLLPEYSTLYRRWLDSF
PV pol inh FP z-score – recorded beside PV pol inh, whose call it bears; z-score; measured here: FP z-score; hits read low
Numbers without * were called inactive. Only part of the results is shown; the hit share may differ from the screen's.

molecule | PV pol inh | PV pol inh FP z-score
O=C(NC1=NCCS1)C1CC=CCC1 (stereo not given) | 104 | 0.4
CCCc1cc(=O)[nH]c(/N=C(\N)Nc2cccc(C)c2)n1 | 102 | 0
N#Cc1ccc(OCC(O)CN2CCC(O)CC2)cc1 (stereo not given) | 101 | -0.2
Cc1ccc(S(=O)(=O)CC2CSc3nnc(C)c(=O)n32)cc1 (stereo not given) | 103 | 0.2
COc1ccc(OC2CCN(S(=O)(=O)c3cccc(F)c3)CC2)cc1 | 101 | -1.2
Cc1cccc(Cn2cc(C(=O)c3ccc(C)c(C)c3)c(=O)c3cc4c(cc32)OCO4)c1 | 103 | 0.6
CCS(=O)(=O)c1cccc(C(=O)Nc2nnc(-c3ccc4c(c3)OCCO4)o2)c1 | 105 | 1.1
Oc1ccc(/C=N/N2CCN(Cc3cccc4ccccc34)CC2)cc1O | 105 | 0.4
CC1(CSc2ccccc2C(=O)Nc2nc3ccccc3[nH]2)NC(=O)NC1=O (stereo not given) | 95 | -1.1
CN(CCCN)Cc1ccccc1 | 99 | -0.3
N#C/C(=N\O)C(=O)c1ccco1 | 103 | 0
COCC(C)N=CC1=C(O)CC(C)(C)CC1=O (stereo not given) | 100 | -0.3
COC(=O)c1ccc(NC(=O)Cn2c(=O)oc3ccccc32)cc1 | 107 | 0.3
Cc1cc(C)c2c(n1)SCCN2C(=O)Nc1ccc(C(=O)Nc2cc(Cl)ccc2C)cc1 | 113 | 1.3
O=C(c1ccccc1)N1CCn2c1nc1ccccc12 | 110 | 0.8
CNC(=O)c1c2c(nc3ccc(Br)cc13)CCCC2 | 103 | 0.3
O=C(Nc1ccc(C(F)(F)F)cc1)C1(c2cccs2)CCOCC1 | 107 | 0
CC(CNC(=O)c1cc(C2CC2)[nH]n1)c1ccccc1 (stereo not given) | 103 | 0.2
c1ccc2c(c1)CCN2Cc1csc2c1CCCC2 | 102 | 0
COc1ccc2oc(=O)c(-c3cn4c(n3)sc3cc(F)ccc34)cc2c1 | 107 | 0.2
CCN(C(=O)c1ccc2c(=O)n3c(nc2c1)CCCCC3)c1cc(OC)ccc1OC | 103 | 0.5
O=C(CN1C(=O)COc2ccc(Cl)cc21)Nc1ccc(F)cc1 | 105 | 0.2
O=C(c1cc(C2CC2)nn1-c1ccccc1)N1CCN(c2ccccn2)CC1 | 104 | 0.2
COc1ccc(-n2c(=O)c3c4c(sc3n(Cc3ccc(C)cc3C)c2=O)CCC4)c(OC)c1 | 102 | -0.9
CCOC(=O)c1cnc2c(ccc3ccccc32)c1NCCOC(=O)c1cccnc1 | 102 | 0.2

A different layout for part of the listing above.
> Cc1cc(C)c2c(n1)SCCN2C(=O)Nc1ccc(C(=O)Nc2cc(Cl)ccc2C)cc1
  PV pol inh: 113; PV pol inh FP z-score: 1.3
> O=C(c1ccccc1)N1CCn2c1nc1ccccc12
  PV pol inh: 110; PV pol inh FP z-score: 0.8

The list continues.
molecule | PV pol inh | PV pol inh FP z-score
Cc1nnc(SC(C)C(=O)NC(C)(C#N)C(C)C)n1-c1ccccc1 (stereo not given) | 108 | 0.4
O=C1/C(=C/c2cccs2)SC(=S)N1Cc1ccccc1 | 102 | 0.2
CCOc1ccc(NC(=O)Cn2ncc3c2-c2cc(C)ccc2OC3)cc1 | 104 | -0.1
CCCCNC(=O)c1cc(=O)[nH]c2ccc(Br)cc12 | 101 | 0.3
CC1=C(C(N)=O)C(c2cccs2)NC(=S)N1 (stereo not given) | 103 | 0.2
CC(=O)NCCNc1nc2c(S(=O)(=O)c3ccc(C)c(C)c3)nnn2c2ccc(Cl)cc12 | 107 | 0.6
CC(CCc1ccccc1)NC(=O)c1ccc2ccccc2c1 (stereo not given) | 102 | 0.3
O=C(Cn1ncc2c3ccccc3n(Cc3ccc(Cl)cc3)c2c1=O)NC1CCCCCC1 | 139 | 3.4
COc1ccc(CC(=O)N2CCN(C(=O)Cc3ccc(OC)cc3)CC2)cc1 | 105 | 1
COc1cc(OC)c(NC(=O)C2CCN(C(=O)c3sc4nc[nH]c(=O)c4c3C)CC2)cc1Cl | 100 | -1.7
CC(=O)OCC1=C(C(=O)O)N2C(=O)[C@@H](NC(=O)CCCC(N)C(=O)O)C2SC1 (stereo not given in full) | 98 | -0.3
O=C(COC(=O)[C@@H]1CC(O)CN1S(=O)(=O)c1ccc2c(c1)OCCO2)c1ccccc1 (stereo not given in full) | 106 | 0.4
Cc1cccc(-c2noc(-c3ccc(N4CCCC4)c([N+](=O)[O-])c3)n2)c1 | 110 | 0.5
CS(=O)(=O)c1sc(C(=O)Sc2cccs2)c2c1C=CCC2 | 97 | -1.5
COc1ccc(-c2cn3cc(Cl)ccc3n2)cc1OC | 100 | -0.9
Cc1cccn2c(=O)c(C(=O)N3CCN(c4ccc(Cl)cc4)CC3)cnc12 | 109 | 0.4
Cc1cccc(NC(=O)CC(=O)c2ccccc2)c1 | 104 | 0.2
CCC(=O)C1=C(c2ccccc2)N(C(=O)CC)n2c(nnc2C2CCCCC2)S1 | 106 | 0.1
CCOC(=O)Cc1c[nH]c2ccccc12 | 100 | -0.3
Cc1ccc(CNC(=O)CN2C(=O)CSc3ccc(S(=O)(=O)N4CCCC4)cc32)cc1 | 117 | 0.2
C=C(C)c1cccc(C(C)(C)NC(=O)NNc2nc(C)cc(C)n2)c1 | 99 | -0.2
CC(=O)c1cccc(N(C(=O)Cn2nnc3ccccc32)C(C(=O)NCc2ccccc2)c2ccc(F)cc2)c1 (stereo not given) | 104 | -0.7
O=C(c1ccc2c(c1)N(Cc1ccc(F)cc1)C(=O)c1ccccc1S2(=O)=O)N1CCCC1 | 105 | 0
CCN(CC(=O)Nc1ccc(S(N)(=O)=O)cc1)CC(=O)Nc1cc(Cl)ccc1C | 104 | 0.3
CCOc1ccccc1C1C(C(=O)Nc2ccccc2)=C(C)Nc2nc(SCC(=O)c3ccc(C)cc3)nn21 (stereo not given) | 105 | -0.4
CN(C)S(=O)(=O)NCC1CCCO1 (stereo not given) | 102 | 0.2
CC1(C)CC(=O)c2c(nn(-c3ccccc3)c2N)C1 | 99 | -0.7
CCOC(=O)CN1CSC2=C(C#N)C(c3ccc(OC)cc3)CC(=O)N2C1 (stereo not given) | 102 | -0.2
NC(=O)c1ccc[n+](CCO)c1 | 103 | 0.3
Cc1nc2cc3c(cc2s1)OCO3 | 105 | 0.3
Cc1ccc(C)c(N2CCN(C(=O)c3ccc4nc(N5CCOCC5)sc4c3)CC2)c1 | 101 | -0.3
Cc1cc(N(C)Cc2ccccc2)n2nc(-c3ccc(C(C)(C)C)cc3)nc2n1 | 106 | 0
CCN(c1ccccc1)S(=O)(=O)c1ccc(C(=O)OCC#N)cc1 | 66* | -4.9*
CCc1nn2c(=O)cc(CSc3nnc(N)s3)nc2s1 | 101 | 0.1
Cc1cc(C(=O)NCc2cccs2)cs1 | 103 | 1.7
CCOc1cc(/C=C/C(=O)O)ccc1OCC(C)C | 102 | 0
CN(C(=O)c1cc2nc(-c3ccco3)cc(C(F)(F)F)n2n1)C12CC3CC(CC(C3)C1)C2 | 101 | 0.1
COc1ccc(CCCc2nnc(SCC(=O)Nc3cc(F)ccc3C)o2)cc1 | 107 | 0.5
Cc1cccc(NS(=O)(=O)c2ccc3c(c2)n(C)c(=O)n3C)c1C | 101 | -0.2
C=CCn1c(CNc2ccc(C)cc2)nnc1SCC(=O)c1ccccc1 | 102 | 0
O=C1CN(C(=O)COc2ccc(Cl)cc2)C2(CCCCC2)C(=O)N1 | 100 | -0.1
CCS(=O)(=O)N1CCc2cc(C(=O)CSc3nnc(C4CCCCC4)o3)ccc21 | 107 | -0.3
O=C(CNc1ccncc1)c1c[nH]c2ccccc12 | 102 | -0.2
COc1ccc2c(CC(=O)OCC(=O)C(C)(C)C)coc2c1 | 102 | 0
O=C(c1cc(-c2cccc(Cl)c2)on1)N1CCN(c2ccccc2)CC1 | 104 | 0.1
CCN(CC)S(=O)(=O)c1ccc(C(=O)NC2CCCCC2)cc1 | 98 | -0.8
CCn1c(SCC(=O)Nc2cc(C)on2)nc2sc(C)c(C)c2c1=O | 103 | -0.1
NNC(=O)c1nnn(-c2nonc2N)c1CN1CCCCC1 | 100 | -0.1
Cc1nn(-c2ccc(F)cc2)c(-n2cccc2)c1C(=O)NCCCN1CCN(c2cccc(Cl)c2)CC1 | 97 | -2.5
CC1(C)O[C@@H]2CC3C4C[C@H](F)C5=CC(=O)C=CC5(C)C4C(O)CC3(C)[C@]2(C(=O)CO)O1 (stereo not given in full) | 103 | 0.8

Some of the entries so far, with each value named.
CN(C)S(=O)(=O)NCC1CCCO1 (stereo not given)
  PV pol inh: 102	PV pol inh FP z-score: 0.2

NC(=O)c1ccc[n+](CCO)c1
  PV pol inh: 103	PV pol inh FP z-score: 0.3

The results go on:
molecule | PV pol inh | PV pol inh FP z-score
COC(=O)Cc1cc(=O)n2c(nc3ccccc32)[nH]1 | 101 | -0.2
Cc1ccc(S(=O)(=O)N=C2C=CC(=NS(=O)(=O)N(C)C)C=C2)cc1 | 104 | 0.6
CN(C(=O)COC(=O)c1c(F)cccc1Cl)C1CCCCC1 | 100 | -0.5
CCS(=O)(=O)N1CCc2cc(C(=O)Nc3cccc(Cl)c3C)ccc21 | 107 | -0.1
Cc1ccc(CNC(=O)c2cnc(N3CCCC3)nc2C)cc1 | 104 | -0.3
N#Cc1c(C(F)(F)F)cc(-c2cccs2)nc1SCC(=O)Nc1cccc(C(F)(F)F)c1 | 107 | 0.7
O=C(CSc1ccc2nnc(CCNS(=O)(=O)c3ccccc3)n2n1)Nc1ccc2c(c1)OCO2 | 101 | -0.4
Cc1ccc(-c2cc(-c3coc4ccccc4c3=O)c3c(n2)-c2ccccc2OC3)cc1 | 106 | 0.5
Cc1ccsc1CNc1ccc2[nH]c(=O)[nH]c2c1 | 100 | -1.1
O=C(/C=C/c1ccccc1)Nc1nnc(C(F)(F)F)s1 | 98 | -0.8
CCc1ccc(O)c(C2(O)C(=O)c3ccccc3C2=O)c1 | 100 | -0.3
CCOc1ccc(C(=O)Nc2nnc(SCc3cc(=O)n4ccccc4n3)s2)cc1 | 104 | -0.3
CCCCN1CCc2[nH]c(=S)[nH]c(=O)c2C1 | 100 | -0.6
Cc1ccccc1Cn1cc(SCC(=O)N2CCCc3ccccc32)c2ccccc21 | 100 | -0.6
CCOC(=O)C1CCCN(S(=O)(=O)c2ccc3c(c2)CCCN3C(C)=O)C1 (stereo not given) | 106 | -0.4
CC1=CC(C)C2C(=O)N(c3ccccc3)C(=O)C2C1 (stereo not given) | 100 | -0.1
O=C(O)c1cn(Cc2ccccc2)c2ccccc12 | 106 | 0.4
CCOC(=O)c1cc(=O)c2cc(Cl)ccc2o1 | 109 | 0.9
Cc1ccn2c(NC(=O)C3CCCCC3)c(-c3ccc(F)cc3)nc2c1 | 102 | 0.4
Cc1ccc(-n2nc(C(=O)N3CCCCC3)c(=O)n(C)c2=O)cc1 | 107 | 0
CCc1ccc(NC(=O)Cn2cnc3c(nc4n3CCCCC4)c2=O)cc1 | 101 | -0.5
CCCn1c(SCc2nc(N)nc(Nc3ccc(C)cc3)n2)n[nH]c1=O | 108 | 0.5
CC(C#N)N1CCN(C(c2ccccc2)c2ccccc2)CC1 (stereo not given) | 103 | 0
COc1ccc(OC)c(NC(=O)C2CCCN(S(=O)(=O)c3ccc4[nH]c(=O)ccc4c3)C2)c1 (stereo not given) | 121 | 0.6
Cc1nc(-c2ccc3c(c2)CCN3c2ncnc3sccc23)cs1 | 120 | 1.9

4 entries already listed, arranged by molecular weight, rising:
molecule | PV pol inh | PV pol inh FP z-score
O=C1/C(=C/c2cccs2)SC(=S)N1Cc1ccccc1 | 102 | 0.2
Cc1cccc(NS(=O)(=O)c2ccc3c(c2)n(C)c(=O)n3C)c1C | 101 | -0.2
CCc1ccc(NC(=O)Cn2cnc3c(nc4n3CCCCC4)c2=O)cc1 | 101 | -0.5
CCC(=O)C1=C(c2ccccc2)N(C(=O)CC)n2c(nnc2C2CCCCC2)S1 | 106 | 0.1
